Screens: PubChem, Broad Institute
esBAF inh = Bmi1 luciferase reporter increase in mESCs, primary screen, esBAF inhibitor project, mouse ES cells, Bmi1 luciferase knock-in, single point; AID 602393, 2012; reporter increase, % at 12.5 µM; actives 2% (n = 350,000); 24 h; 100% = twice the neutral-well signal; in the data active means activation above about 40%;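 further: 0% = median of the plate's neutral control wells and 100% = double that signal; a rise in the Bmi1 reporter signal indicates esBAF inhibition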
S100A4 MyoIIA = inhibitors of S100A4-myosin IIA peptide binding, primary screen, biochemical, fluorescence polarization, TAMRA-MyoIIA peptide | inhibition, % at 10.7 µM | actives 0.14% (n = 360,000) | AID 652163, 2013;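 active means mean inhibition of at least 70% across replicates, with every replicate also reaching that level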
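Material: S100A4 monomer protein | Medium: HEPES pH 7.2 with CaCl2, KCl, NaCl, DTT, Triton | Reagent: Labelled myosin peptide probe, 5 nM | Doses: One dose per compound | Times: 5 min incubation before reading | Benchmarks: Neutral control DMSO, positive control TFP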
XiGFP reactiv = activators of inactive X chromosome reactivation, primary screen, imaging, XiGFP fibroblasts, GFP high-content imaging, set 2 | XiGFP mouse fibroblasts, % GFP-positive cells imaging, 3 d; cells co-treated with 5-aza-dC sensitizer; scaled so ellipticine positive control = 100% | actives 0.055% (n = 360,000) | activation, % at 7.58 µM;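 active means mean normalized replicate activation at least 10% and every replicate at or above 10%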;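 further: 0% = median of on-plate neutral control wells and 100% = ellipticine 6 µM median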
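System: 68-5-11 XiGFP fibroblast line | Buffer or medium: DMEM containing 5-aza-dC | Compound: Single point | Times: Compounds 3 days, fix/stain 15 min at room temperature | Benchmarks: Positive control ellipticine, 6 µM final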
RAD52 anneal inh = RAD52 DNA annealing inhibitors, primary screen, biochemical, FRET, single point, set 2; DNA repair protein RAD52 homolog (Homo sapiens), P43351; recombinant RAD52 DNA annealing, FRET fluorescence; inhibition, % at 18.7 µM; actives 0.46% (n = 360,000); AID 651710, 2012;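 active means every replicate showing at least 50% inhibition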
Target sequence (P43351 whole entry, looked up): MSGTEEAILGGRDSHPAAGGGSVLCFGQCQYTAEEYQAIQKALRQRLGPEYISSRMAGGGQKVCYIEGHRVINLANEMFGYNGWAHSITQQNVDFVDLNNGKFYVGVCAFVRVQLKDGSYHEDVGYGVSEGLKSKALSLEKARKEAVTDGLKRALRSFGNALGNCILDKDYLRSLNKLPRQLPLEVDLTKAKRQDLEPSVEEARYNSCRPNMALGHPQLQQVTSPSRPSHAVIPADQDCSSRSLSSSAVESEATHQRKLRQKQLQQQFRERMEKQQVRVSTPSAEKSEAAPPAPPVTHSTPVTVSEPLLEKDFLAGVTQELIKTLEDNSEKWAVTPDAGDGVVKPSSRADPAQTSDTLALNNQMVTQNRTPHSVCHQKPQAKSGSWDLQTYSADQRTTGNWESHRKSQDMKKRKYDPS
RAD54 branch = inhibitors of human RAD54 branch migration, primary screen, biochemical, fluorescence, single point | DNA repair and recombination protein RAD54-like (Homo sapiens), Q92698 | RAD54 Holliday junction branch migration, FAM/BHQ fluorescence | inhibition, % at 10.4 µM | actives 0.14% (n = 360,000) | AID 602329, 2012;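 active means mean normalized replicate activity at least 40 and at least half of replicates scoring 40 or more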;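 further: 0% = median of neutral control wells and 100% = median of positive control wells; inhibitors cause a drop in the FAM fluorescence signal; in these data hits start at about 50%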
E-sel inducer = E-selectin induction in HUVECs, primary screen, imaging, HUVEC, immunofluorescence imaging, single point; P16581; normalized: neutral wells 0, TNF-alpha wells 100; activation, % at 7.58 µM; actives 0.37% (n = 260,000); AID 686992, 2013;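 active means mean E-selectin-positive cell signal at least 10% of the positive control, reached in at least 60% of replicates, without over 20% cell loss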;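 further: in these data hits start at about 27%; measured in HUVEC primary endothelial cells; signal is the percent of cells scored E-selectin positive by PE staining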
Target sequence (P16581 whole entry, looked up): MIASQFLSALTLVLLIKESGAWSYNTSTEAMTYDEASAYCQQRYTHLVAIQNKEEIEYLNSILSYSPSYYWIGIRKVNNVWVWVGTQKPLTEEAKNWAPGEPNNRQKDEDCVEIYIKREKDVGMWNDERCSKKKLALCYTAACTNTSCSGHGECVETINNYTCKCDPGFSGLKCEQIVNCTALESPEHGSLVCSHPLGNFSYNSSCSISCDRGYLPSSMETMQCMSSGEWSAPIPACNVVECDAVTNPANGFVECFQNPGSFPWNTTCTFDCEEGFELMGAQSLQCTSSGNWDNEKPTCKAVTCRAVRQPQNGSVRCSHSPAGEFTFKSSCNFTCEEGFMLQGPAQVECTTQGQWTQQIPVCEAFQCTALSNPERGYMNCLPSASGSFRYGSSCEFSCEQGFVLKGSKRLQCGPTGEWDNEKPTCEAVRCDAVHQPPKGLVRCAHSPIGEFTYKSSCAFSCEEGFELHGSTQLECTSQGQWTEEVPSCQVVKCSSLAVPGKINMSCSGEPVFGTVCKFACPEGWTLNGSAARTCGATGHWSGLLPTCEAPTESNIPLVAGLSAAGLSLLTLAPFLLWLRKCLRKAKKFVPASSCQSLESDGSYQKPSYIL
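Read-out: % PE-positive cells | Test system: HUVEC | Doses: One compound dose added by pin transfer | Buffer or medium: EGM-2 over gelatin coat | Signal: Immunofluorescence imaging | Benchmarks: TNF-alpha, DMSO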
FN deposit inh = inhibitors of fibronectin matrix deposition, primary screen, AH1F cells, Alexa488-fibronectin fluorescence, plate reader | inhibition, % at 12.6 µM | AH1F fibroblasts, overnight | AID 743247, 2014 | actives 0.086% (n = 350,000);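 active means mean inhibition across replicates of 30% or more, regardless of how many single replicates reach that level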;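 further: positive control wells lacked labelled fibronectin entirely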
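material = AH1F fibroblast monolayer depositing Alexa488-labelled fibronectin into matrix | amount = 10000 AH1F cells/well | buffer or medium = DMEM plus 2% serum, read in PBS | incubation = 1 h cell adhesion before compound, then overnight fibronectin incubation | detection = fluorescence at 485 nm excitation, 525 nm emission | evaluation = percent inhibition as loss of matrix-bound fibronectin fluorescence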
EWS-Fli block = EWS/Fli-driven NR0B1 reporter inhibitors, primary screen, A673 cells, NR0B1 luciferase, luminescence, MLPCN library. viability-normalised. inhibition, % at 12.6 µM. actives 0.67% (n = 350,000);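 active means mean inhibition of at least 50% after viability correction, with every replicate also passing that limit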;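 further: firefly luciferase signal divided by Alamar Blue viability fluorescence both relative to DMSO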
Active calls of the source: *; . = not tested or not shown.

SMILES	esBAF inh	S100A4 MyoIIA	XiGFP reactiv	RAD52 anneal inh	RAD54 branch	E-sel inducer	FN deposit inh	EWS-Fli block
COc1ccc(NC(=O)Nc2cccc3c2O[C@H](CN(C)C(=O)Nc2ccc4c(c2)OCO4)[C@@H](C)CN([C@@H](C)CO)C3=O)cc1	4	1	-1.2	12	4	0.2	.	-18
Cc1ccccc1CN(C)C(=O)CNC(=O)c1ccc2ccccc2c1	5	-4	-0.1	-12	-8	0.0	5	-1
COC(=O)CNC(c1ccccc1)c1cc(Br)ccc1NS(=O)(=O)c1ccccc1 (stereo not given)	3	6	0.0	-9	-1	.	2	5
CCOC(=O)c1c(NC(=O)CS(=O)(=O)c2cn(CC)c3ccccc23)sc2c1CCCCC2	-2	-3	0.0	-16	-8	0.2	-5	7
CCC(CC)C(=O)N(C)c1c(C)nc2c(OCc3cccc(OC)c3)cccn12	1	-1	0.2	0	4	-0.2	6	2
O=C(CCC(=O)c1ccccc1)NCCOc1ccccc1	-1	-1	0.0	0	-9	-0.2	.	6
O=C(CSc1cccs1)Nc1cccc2ccccc12	72*	-1	0.1	-13	-5	.	-4	15
O=C(Nc1cc(Cl)ccc1Cl)c1ccc(-c2ccccc2)cc1	.	2	-0.2	6	.	.	-10	11
Clc1ccccc1-c1nnc(-c2cccnc2)o1	37	0	0.1	-17	2	-0.1	5	-61
COc1ccc(C(=O)Nc2cccc(C(=O)N/N=C/c3ccc(OC)cc3OC)c2)cc1	-58	0	0.0	-8	-6	.	-9	54*
COc1cc(C(=O)Nc2ccc3c(c2)ncn3C(C)(C)C)cc(OC)c1OC	3	1	0.1	-39	-6	0.1	9	-13
C[C@@H]1CN([C@H](C)CO)C(=O)c2cc(NC(=O)NC3CCCCC3)ccc2O[C@@H]1CN(C)S(=O)(=O)c1ccc(F)cc1	-1	12	-1.0	-13	8	2.8	-5	11
C[C@@H]1CN([C@@H](C)CO)S(=O)(=O)c2ccc(C3=CCCCC3)cc2O[C@@H]1CN(C)S(=O)(=O)c1cn(C)cn1	-2	-17	-0.1	4	1	0.2	.	-8
Cc1c(CCOC(=O)CC23CC4CC(CC(C4)C2)C3)sc[n+]1CC(=O)c1ccccc1	.	0	0.3	42	.	-0.1	-8	19
Cc1cc2c(c(=O)o1)C(c1cccs1)C(C#N)=C(N)O2 (stereo not given)	.	-6	-0.1	-68	.	.	3	3
COc1ccc(OC)c(NC(=O)C2(C)CCN2Cc2ccccc2Cl)c1 (stereo not given)	-1	-3	0.0	-4	10	-0.8	10	16
COc1cc2c(cc1OC)C(c1ccc(C)o1)CC(=O)N2 (stereo not given)	-4	1	0.2	15	17	.	5	12
COc1ccc(N2C(=O)CC(Nc3ccc(N4CCOCC4)cc3)C2=O)c(OC)c1 (stereo not given)	0	-2	.	-20	-9	.	1	.
Cn1c(Oc2ccncc2)nc2cc(-c3ccsc3)sc2c1=O	3	-3	0.0	-14	-10	0.1	2	-19
O=C(C[C@H]1CC[C@H](NS(=O)(=O)c2ccc(F)cc2)[C@@H](CO)O1)NC1CCCCC1	1	4	0.2	-1	2	-0.1	-9	1
C[C@H]1CN([C@@H](C)CO)S(=O)(=O)c2ccc(-c3ccncc3)cc2O[C@H]1CN(C)C(=O)CC1CC1	1	-19	-1.8	14	-5	-0.4	.	-5
O=C(Cc1ccc2c(c1)OCCO2)Nc1ccc(Cl)c(S(=O)(=O)N2CCOCC2)c1	1	-7	0.3	-35	7	.	7	8
C[C@@H]1CN([C@@H](C)CO)C(=O)c2cc(NC(=O)Nc3ccc(F)cc3)ccc2O[C@H]1CN(C)Cc1ccncc1	-3	-2	0.7	19	1	3.7	.	-2
COC(=O)/C=C1\OCc2cc(C)ccc21	.	0	0.0	-8	.	0.1	1	-25
COc1ccc(C(=O)OCC(=O)NC2CC2)cc1OC	-3	-2	0.2	-10	-2	-0.9	3	0
COc1ccc(C(CNC(=O)CSc2ccccc2F)N2CCOCC2)cc1 (stereo not given)	.	-2	0.0	-2	.	.	5	0
CCc1ccc(OCC(=O)N(CC)CC)cc1	.	2	0.2	-2	.	.	7	-3
CNC[C@@H]1Oc2cc(-c3ccccc3F)ccc2S(=O)(=O)N([C@@H](C)CO)C[C@@H]1C	1	.	0.5	.	.	0.3	-6	-6
CC(=O)Oc1ccc2c(=O)c(Oc3ccccc3)c(C)oc2c1OC(C)=O	-6	-2	-0.1	-9	6	-2.1	0	17
COc1ccc(NC(=O)Cn2c(C(C)C)nc(C)cc2=O)cc1Cl	.	-3	0.5	-1	.	.	1	1
CN1c2ccc(-c3ccc(F)cc3)cc2[C@@H]2[C@@H](CCN2C(=O)Cc2cccnc2)[C@@H]1CO	-1	4	-0.1	0	-2	0.2	-5	4
O=C(C1CCCC1)N1C[C@@H]2[C@H](c3ccccc31)[C@@H](CO)N2C(=O)Cc1ccccn1	-2	3	0.0	-28	-17	-0.1	-5	4
COc1cccc(NC(=O)CN(C)C(=O)c2cc3ccccc3cc2OC)c1	7	0	0.0	-10	-2	.	4	3
CC(C)NC(=O)Nc1ccc2c(c1)C(=O)N([C@H](C)CO)C[C@H](C)[C@@H](CN(C)C)OCCCC[C@@H](C)O2	.	4	0.2	5	11	-0.1	1	.
NNC(=O)c1nn(-c2ccc(Cl)cc2)cc1O	-1	-6	-0.2	-7	-4	-0.3	1	-9
Cc1ccccc1NC(=O)C(C)OC(=O)CCC(=O)N(CC(C)C)c1c(N)n(CC(C)C)c(=O)[nH]c1=O (stereo not given)	.	2	0.3	-6	.	.	-3	-4
Cc1cc(NC(=O)CSc2nnc(-c3ccncc3)n2Cc2ccccc2)n(-c2ccccc2)n1	-1	-10	-0.1	-5	.	0.2	-6	11
COc1ccc(C)cc1NC(=O)C1CCCN(S(=O)(=O)c2cccs2)C1 (stereo not given)	9	2	0.1	-12	-8	.	9	2
CCOCCCNC(=O)c1ccc(C2SCC(=O)N2Cc2ccccc2)cc1 (stereo not given)	-3	0	0.1	-3	-15	0.1	1	6
O=C1C2C3C=CC(CC3)C2C(=O)N1/N=C/c1c(O)ccc2ccccc12 (stereo not given)	.	2	0.0	-21	.	0.4	-6	-8
Cc1ccc(S(=O)(=O)N(C)C)cc1NC(=O)CCCNC(=O)c1ccc(Cl)cc1	-1	-2	0.1	-42	-13	0.9	-10	-2
C[C@@H]1CN([C@H](C)CO)C(=O)c2cc(NC(=O)CCCCCC(=O)Nc3ccccc3N)ccc2O[C@@H]1CN(C)S(=O)(=O)c1ccc(Cl)cc1	.	2	-0.7	-23	.	-0.2	.	1
CCc1nnc(NC(=O)CN2CCN(Cc3ccc(F)cc3)CC2)s1	2	-3	0.2	-14	1	.	4	7
Cc1cc(-c2nnc(CCC(=O)NC(c3ccccc3)c3ccccc3)o2)no1	.	-1	0.0	-10	.	.	3	-49
C1=C(c2ccccc2)CCN(c2ncnc3nc[nH]c23)C1	3	14	-0.2	-17	1	0.0	0	-18
CCOc1ccc(OCCC(=O)OCC(=O)N(CC)c2c(N)n(Cc3ccccc3)c(=O)[nH]c2=O)cc1	-6	5	0.0	-19	4	-0.3	-4	-1
FC(F)Oc1ccc(NC(=S)NCc2ccco2)cc1Cl	3	-16	0.0	-14	.	-1.7	-19	-8
CCOC(=O)C1=C(C)NC(C)=C(C(=O)OCC)C1C(=O)OCC(=O)N(C)C1CCS(=O)(=O)C1 (stereo not given)	.	-1	0.0	-14	.	0.9	-2	-3
Cc1cccc(C(=O)NNC(=O)c2ccccc2[N+](=O)[O-])c1	5	1	-0.1	1	-4	0.5	0	3
CCOC(=O)n1c(=O)n(Cc2cccc(F)c2)c2ccccc21	.	16	0.2	-1	.	.	12	-8
O=S(=O)(c1ccc(F)cc1)N1CCCNCC1	3	-5	-0.1	-1	4	0.4	-1	9
COc1ccccc1NC(=O)N1C[C@H](O)COC[C@@H]2O[C@@H](CC(=O)N3CCC(Cc4ccccc4)CC3)CC[C@H]21	2	12	0.0	0	-5	1.4	-1	0
CCOC(=O)c1c(C)nc2c(c1-c1ccc(OC)c(OC)c1)C(=O)c1ccccc1-2	-9	3	.	-37	-5	.	.	2
CCCn1c2ccccc2c2cnn(CC(=O)NC3CCCCC3C)c(=O)c21 (stereo not given)	1	5	0.0	-2	-4	9.4	5	3
CCOC(=O)C1(Cc2cccc(Cl)c2)CCCN(C(=O)c2c(CC)noc2C)C1 (stereo not given)	20	19	-0.1	-3	3	.	3	-11
Cc1csc2c(SCC(=O)NNS(=O)(=O)c3cccc(C(F)(F)F)c3)ncnc12	.	-1	0.0	-11	-3	-0.4	1	6
Cn1cnc([N+](=O)[O-])c1S(=O)(=O)Oc1ccc(Cl)cc1	-87	1	0.9	3	3	.	0	64*
CN(C(=O)CN1C(=O)S/C(=C\c2cccc(Cl)c2)C1=O)C1CCS(=O)(=O)C1 (stereo not given)	-3	3	0.0	-2	-7	0.0	0	0
C[C@H]1CN([C@@H](C)CO)C(=O)c2c(c3ccccc3n2C)-c2ccccc2CO[C@H]1CN(C)C(=O)[C@@H](Cc1ccccc1)N(C)C	-6	-14	0.3	45	-2	0.7	-21	13
COc1ccc(NC(=O)Nc2ccc3c(c2)[C@@H]2C[C@@H](CC(=O)NCc4ccncc4)O[C@@H](CO)[C@@H]2O3)cc1	5	-2	-0.1	-4	7	0.0	.	-7

Record cards, from the list above. Order of screens: esBAF inh | S100A4 MyoIIA | XiGFP reactiv | RAD52 anneal inh | RAD54 branch | E-sel inducer | FN deposit inh | EWS-Fli block
Listed for `CN(C(=O)CN1C(=O)S/C(=C\c2cccc(Cl)c2)C1=O)C1CCS(=O)(=O)C1` (stereo not given) : -3 | 3 | 0.0 | -2 | -7 | 0.0 | 0 | 0
Listed for `Cn1cnc([N+](=O)[O-])c1S(=O)(=O)Oc1ccc(Cl)cc1` : -87 | 1 | 0.9 | 3 | 3 | . | 0 | 64*
Listed for `Cn1c(Oc2ccncc2)nc2cc(-c3ccsc3)sc2c1=O` : 3 | -3 | 0.0 | -14 | -10 | 0.1 | 2 | -19

Continuation.
SMILES	esBAF inh	S100A4 MyoIIA	XiGFP reactiv	RAD52 anneal inh	RAD54 branch	E-sel inducer	FN deposit inh	EWS-Fli block
Cc1ccc(OCCn2c(=O)n(C)c3ccccc32)cc1	85*	-12	0.0	-17	.	.	-4	-185
O=C(Cc1ccccc1)Nc1ccc(C(=O)Nc2ccccc2C(=O)O)cc1	-1	2	0.2	-13	2	-0.3	2	11
O=c1oc(-c2ccc(O)c(O)c2)cc2cccc(O)c12	64*	1	.	0	9	.	.	49
CC(C)(c1ccc(O)cc1)c1ccc(O)c(C(=O)O)c1	.	0	0.1	-17	4	-0.2	-11	-5
